Screening data: PubChem, Johns Hopkins Ion Channel Center
KCNQ2 block = KCNQ2 channel blockers in CHO-K1 cells – cell-based, FluxOR thallium flux, B-score, primary screen (AID 2156); O88943; 1.1% of 310,000 active; 20 min; active compounds read low; B-score at 10 µM;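 active means fluorescence ratio B-score at most minus 3 library SDs, with starting brightness B-score within 2 library SDs, cut at about -5.5 in these data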
Target sequence (O88943 whole entry, looked up): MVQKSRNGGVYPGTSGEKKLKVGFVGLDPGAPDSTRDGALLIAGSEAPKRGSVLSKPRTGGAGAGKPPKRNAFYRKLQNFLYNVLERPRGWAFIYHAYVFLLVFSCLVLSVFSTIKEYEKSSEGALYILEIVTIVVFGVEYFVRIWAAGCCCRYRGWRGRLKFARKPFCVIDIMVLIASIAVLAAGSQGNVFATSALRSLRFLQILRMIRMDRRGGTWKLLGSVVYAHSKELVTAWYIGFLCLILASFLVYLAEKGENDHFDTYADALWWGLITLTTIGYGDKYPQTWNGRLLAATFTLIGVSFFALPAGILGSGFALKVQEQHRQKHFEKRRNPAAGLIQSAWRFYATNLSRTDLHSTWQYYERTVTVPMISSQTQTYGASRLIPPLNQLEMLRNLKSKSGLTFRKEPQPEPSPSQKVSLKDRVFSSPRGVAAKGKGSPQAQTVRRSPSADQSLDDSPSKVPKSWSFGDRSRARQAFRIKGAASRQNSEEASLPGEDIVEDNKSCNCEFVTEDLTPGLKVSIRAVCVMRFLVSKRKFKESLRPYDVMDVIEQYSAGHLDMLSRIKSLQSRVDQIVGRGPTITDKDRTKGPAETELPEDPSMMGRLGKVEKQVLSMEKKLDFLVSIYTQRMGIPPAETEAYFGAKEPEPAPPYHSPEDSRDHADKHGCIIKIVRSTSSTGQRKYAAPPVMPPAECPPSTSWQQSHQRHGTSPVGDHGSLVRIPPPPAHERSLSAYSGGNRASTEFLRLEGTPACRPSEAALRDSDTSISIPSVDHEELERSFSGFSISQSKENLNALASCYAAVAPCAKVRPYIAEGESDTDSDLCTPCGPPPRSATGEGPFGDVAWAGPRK
Kir21 block = inhibitors of mouse Kir2.1 inward-rectifier potassium channel; P35561; HEK293-Kir2.1, FluxOR thallium flux fluorescence; active compounds read low; B-score at 10 µM; 0.85% of 310,000 active; AID 1672;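 active means fluorescence ratio B-score at or below minus 3 SD of library scores, with starting-brightness B-score within 2 SD, cut at about -4.2 in these data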;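 further: channel flux triggered by added potassium and thallium sulfate stimulus; B-score of peak minus minimum fluorescence over baseline after thallium stimulus; more negative B-score means stronger Kir2.1 block with less thallium influx; some compounds called inactive have numbers as strong as hits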
* marks the source's active call; other numbers are inactive results; i = inactive.

SMILES | KCNQ2 block | Kir21 block
COc1ccc(N2C(=O)CSC23C(=O)N(CC(=O)NC2CCCC2)c2ccccc23)cc1 (stereo unspecified) | i | -1
Cc1cc(C)c(C(=O)COC(=O)C2CC3CCCC(C2)C3=O)c(C)c1 (stereo unspecified) | i | -3.44
COC(=O)C1=C(C)N(Cc2ccco2)C(=O)N[C@@H]1c1cccc(C(F)(F)F)c1 | i | -0.68
O=C(NCc1ccc(Cl)cc1)c1ccc2nc[nH]c2c1 | i | -1.1
CC(=O)NC(Cc1c[nH]c2ccccc12)C(=O)OCC(=O)Nc1cc(C)on1 (stereo unspecified) | i | 0
COc1ccc(CCNC(=O)COC(=O)c2ccc(N3CCCC3=O)cc2)cc1 | i | 0.39
COc1cc(OC)cc(C(=O)Nc2cccc(C(C)=O)c2)c1 | i | -0.1
Cc1cc(C)c(S(C)(=O)=O)c(Oc2cccc(C(F)(F)F)c2)n1 | i | 0.03
O=[N+]([O-])c1ccc(C(O)CN2CCOCC2)cc1 (stereo unspecified) | i | -1.46
O=C(Nc1ccc(N2CCN(C(=O)c3ccccc3)CC2)c(Cl)c1)c1ccc(Br)o1 | i | -0.92

Single records, from the list above.
Results for `O=C(Nc1ccc(N2CCN(C(=O)c3ccccc3)CC2)c(Cl)c1)c1ccc(Br)o1` : KCNQ2 block = i; Kir21 block = -0.92
Results for `COc1ccc(N2C(=O)CSC23C(=O)N(CC(=O)NC2CCCC2)c2ccccc23)cc1` (stereo unspecified) : KCNQ2 block = i; Kir21 block = -1
Results for `COc1ccc(CCNC(=O)COC(=O)c2ccc(N3CCCC3=O)cc2)cc1` : KCNQ2 block = i; Kir21 block = 0.39

Following part:
SMILES | KCNQ2 block | Kir21 block
O=c1c2ccccc2c(C=NCCc2ccccc2)c(O)n1Cc1ccccc1 | i | -0.22
COC(=O)c1ccc(Cn2c(CN3CCOCC3)nc3ccccc3c2=O)o1 | i | 2.8
O=[N+]([O-])c1ccccc1N=Nc1ccc(O)cc1 | i | -0.42
O=C(NCc1cccnc1)c1cnn2ccccc12 | i | 0.9
CCn1cc(C(=O)N2CCn3c(nc4ccccc43)C2)c(=O)c2ccc(C)nc21 | i | -1.51
CCOC(=O)CC(NC(C)=O)c1ccc([N+](=O)[O-])cc1 (stereo unspecified) | i | 0.72
C1CCc2nnc(C3CC3)n2CC1 | i | 0.52
O=C(COC(=O)COc1ccccc1)Nc1cccc([N+](=O)[O-])c1 | i | -0.86
O=C(NCC1CCCO1)C(C(=O)c1ccc(F)cc1)n1ccccc1=O (stereo unspecified) | i | 0.17
COC(=O)c1ccccc1C(=O)c1ccc2c(c1)NC(=O)CO2 | i | -0.6
O=C(Nc1ccc(N2CCCC2)cc1)C(Cl)c1ccccc1 (stereo unspecified) | i | 0.06
COc1ccc(CNC(=O)C(C)n2nc(C)c3c(C)n(-c4ccccc4)nc3c2=O)c(OC)c1 (stereo unspecified) | i | 1.05
CSc1cccc(NC(=S)N(Cc2ccc(C)cc2)Cc2ccccn2)c1 | i | 0
CCOC(=O)/C(N=Nc1ccc(C(=O)O)cc1[N+](=O)[O-])=C(\C)O | i | 0.05
COc1cc(C(=O)Nc2ccc(S(=O)(=O)N3CCOCC3)cc2)c([N+](=O)[O-])cc1OC | i | 0.9
O=C(CCOc1ccccc1)Nc1ccccc1 | i | 0.02
Cc1ccc(-c2nc3ncccn3c2Nc2ccccc2C)o1 | i | -1.64
O=C(NCc1cccnc1)[C@@H]1CC=C[C@@H]2CCN(Cc3ccccc3)C(=O)[C@@H]21 | i | -0.47
CC(C)(C)NC(=O)CN(Cc1cccs1)C(=O)CNS(=O)(=O)c1ccccc1 | i | -1.56
Cc1ccc(C)c2[nH]c(=O)c(CN(CC3CCCO3)C(=O)NC3CCCCC3)cc12 (stereo unspecified) | i | 1.98
COc1ccc(OCCSc2nnnn2C2CCCCC2)cc1 | i | -2.01
COc1ccccc1CCNC(=O)CCSc1nc(-c2ccco2)cc(C(F)(F)F)n1 | i | -0.45
CCCCCC(O)c1cccc(OCc2ccc3ccccc3n2)c1 (stereo unspecified) | i | -3.97
COc1cc(S(=O)(=O)N2CCCCC2)ccc1NC=O | i | -1.37
O=c1[nH]c2cc([N+](=O)[O-])c([N+](=O)[O-])cc2[nH]c1=O | i | -0.76
CC(C)NC(=O)c1ccc2c3n(nc2c1)-c1ccc(Cl)cc1CO3 | i | 0.92
Cc1cc(C)c(C#N)c(SCc2ccc([N+](=O)[O-])cc2)n1 | i | 0.81
CCc1ccc(-n2c(CSc3nnnn3-c3ccccc3)nc3ccccc3c2=O)cc1 | i | 1.09
COc1ccc(/C=C/C(=O)OCC(=O)Nc2ccc(N3CCOCC3)cc2)cc1OC | i | -2.69
COc1ccc2[nH]c(C)c(CN3CCCCC3)c(=O)c2c1 | i | 0.04
Cn1cnc([N+](=O)[O-])c1Nc1ccccc1O | i | 0.16
CSc1scc2c1-c1nc(SCC(=O)C(C)(C)C)ncc1CC2 | i | 0.71
CN(C)CCCN(C(=O)c1nc2ccccc2s1)c1nc2ccc(F)cc2s1 | i | -0.21
C=C1CCN([C@@H](CC(C)C)C(=O)NCc2cc(OC)c(OC)c(OC)c2)S(=O)(=O)c2ccccc21 | i | -1.18
Cc1ccc(C)n1-c1ccc(N2CCOCC2)cc1 | i | 0.97
NC(=O)CC1C(=O)N(c2ccccc2)C(=S)N1NC(=O)c1ccccc1 (stereo unspecified) | i | -0.92
CC(CN1CCOCC1)OC(=O)c1cccc(Cl)c1 (stereo unspecified) | i | 0.01
c1ccc(Cc2nc3ccccc3n2Cc2ccccc2)cc1 | -8.06* | -7.25*
CC(=O)NNC(=O)c1csc(Cc2c(Cl)sc3ccc(Cl)cc23)n1 | i | -2.99
c1ccc2c(c1)ncn2Cc1nnc2sc(-c3ccc4c(c3)OCO4)nn12 | i | 0.93

Quoted at random: 4 entries already listed
SMILES | KCNQ2 block | Kir21 block
CCOC(=O)/C(N=Nc1ccc(C(=O)O)cc1[N+](=O)[O-])=C(\C)O | i | 0.05
O=[N+]([O-])c1ccc(C(O)CN2CCOCC2)cc1 (stereo unspecified) | i | -1.46
CC(C)NC(=O)c1ccc2c3n(nc2c1)-c1ccc(Cl)cc1CO3 | i | 0.92
O=C(NCc1cccnc1)c1cnn2ccccc12 | i | 0.9

(cont.)
SMILES | KCNQ2 block | Kir21 block
CCOc1ccc(N(CC(=O)Nc2ccc(C)cc2)S(C)(=O)=O)cc1 | i | 1.45
O=S(=O)(NCC(Nc1ccc(Cl)cc1)c1ccccc1)c1ccc(Cl)cc1 (stereo unspecified) | i | -1.72
COC(=O)c1cc(OC)c(OC)cc1N1C(=O)CC(C)(C)CC1=O | i | 0.06
COC(=O)[C@@H](Cc1ccccc1)NC(=O)NCCc1c[nH]c2ccccc12 | i | 0.18
CCC1CCC/C1=N\NC(=O)c1ccc(Cl)cc1 (stereo unspecified) | i | -0.04
CCCNC(=O)CN1C(=O)NC2(CCCc3cc(OC)ccc32)C1=O (stereo unspecified) | i | -0.84
Cc1ccc(S(=O)(=O)N2CCN(C(=O)CSc3nnnn3C)CC2)c(C)c1 | i | -0.72
CC(CCc1ccc(O)cc1)NC1C2CC3CC(C2)CC1C3 (stereo unspecified) | i | -3.79
Cc1nc2nc[nH]n2c(=O)c1C/C=C/c1ccccc1 | i | 0.62
COc1ccc(NC(=S)NCCCN2CCN(C3CCCCC3)CC2)cc1 | i | -2.54
COCCn1c(-c2ccc(F)cc2)nc2oc3cc(OC)ccc3c(=O)c2c1=O | i | 1.04
CCCCN1/C(=C/c2ccc3ccccc3[n+]2CC)Sc2ccccc21 | i | -17.7
O=C(N/N=C/c1ccc(O)cc1)c1cccc(C(F)(F)F)c1 | i | -0.55
CCC(CC)NC(=O)COn1nnc2ccc(S(=O)(=O)N3CCOCC3)cc21 | i | 1.21
CC(C)(C)C(=O)c1cnc(Nc2ccccc2Cl)s1 | i | -1.02
CCc1ccccc1NC(=O)/C(=C/c1ccco1)c1ccccc1 | -7.69* | -0.17
CC(C)OP(=O)(OC(C)C)C(NC(=O)c1ccccc1)C(N)=O (stereo unspecified) | i | -0.01
COCCCNc1oc(-c2ccccc2OC)nc1C#N | i | 0.56
O=C(NCCCn1ccnc1)c1cc(Br)c(Br)s1 | i | -1.07
Cc1ccc(S(=O)(=O)N(CC(=O)N/N=C/c2ccccc2C(=O)O)c2cc(Cl)cc(Cl)c2)cc1 | i | 0.17
CCC(=O)Nc1cccc(-c2nc3ccc(C)cc3o2)c1 | i | 0.12
COc1ccc2oc(C(=O)OCC(=O)NC(=O)c3ccccc3)c(C)c2c1 | i | 0.51
CCCN(CCC)CCCNC(=O)CCNS(=O)(=O)c1ccc(Br)cc1 | i | -0.28
Oc1ccccc1-c1cc(-c2ccc(Cl)cc2)n[nH]1 | i | 0.14
Cc1cnc(SCc2cnc(C)nc2N)nc1 | i | -0.46
O=C(CCCCCn1c(=S)[nH]c2ccc(N3CCOCC3)cc2c1=O)NCc1ccc(Cl)cc1 | i | -1.03
Cc1n[nH]c(C)c1N=Nc1ccc(Br)cc1 | i | 0.95
Cc1ccc(Cn2ncc3c(N4CCN(c5ccccc5C)CC4)ncnc32)cc1 | i | 0.61
Cc1cccc(C(C)C)c1NC(=O)COC(=O)CCN1C(=O)C2CC=CCC2C1=O (stereo unspecified) | i | 0.33
c1cncc(C(c2nnnn2C2CCCC2)N2CCCC2)c1 (stereo unspecified) | i | 1.01
CC(C)Cc1nc(N2CCOCC2)c(C#N)c2c1CCC2 | i | -0.09
CCOC(=O)c1c(CN2CCOCC2)n(-c2ccccc2)c2cc(Br)c(O)cc12 | i | 2.25
CCOc1ccc(C(=O)NCCNC(=O)c2ccc(OCC)cc2)cc1 | i | 2.14
Fc1ccc(CCNC(=S)Nc2ccc(F)cc2)cc1 | i | -0.25
COc1ccc(Cc2nnc(SCC(=O)c3ccc(OC)cc3)o2)cc1 | i | 1.53
Cc1ccccc1-c1noc(CCC(=O)NCc2ccco2)n1 | i | 1.35
NS(=O)(=O)c1ccc(Nc2nc3ccccc3nc2NS(=O)(=O)c2cccc([N+](=O)[O-])c2)cc1 | i | 0.98
CCn1nnnc1NC(=O)c1ccc2ccccc2c1 | i | -0.48
O=C(NC1CCCC1)C(c1ccc(F)cc1)N(Cc1ccc(Cl)cc1)C(=O)CCl (stereo unspecified) | i | -1.15
O=C(CSc1nnc(-c2ccc(S(=O)(=O)N3CCCC3)cc2)n1CC1CCCO1)NC1CC1 (stereo unspecified) | i | -1.2
O=C(COc1ccc2c3c(c(=O)oc2c1)CCCC3)NCCCn1ccnc1 | i | -2.6
CCCCn1c(SCc2c(C)noc2C)nc2cc(S(N)(=O)=O)ccc21 | i | -0.65
CCc1ccc2[nH]c(=O)c(CN(CCN(CC)CC)C(=O)NC3CCCCC3)cc2c1 | i | 0.35
COc1ccc(CN(C)C2c3ccccc3-c3ccccc32)cc1 | i | -0.92
CN(C)C1=NC[C@H](Cc2ccccc2)N1CC1CCC(C(C)(C)C)CC1 (stereo partly specified) | i | -2.02
COc1cc(-c2n[nH]c(=S)n2-c2ccc(Br)cc2)cc(OC)c1OC | i | 0
Cc1cccc(Nc2nnc(SCC(=O)NC3CCCc4ccccc43)s2)c1 (stereo unspecified) | i | 0.73
Cc1ccc(-c2cc(C(=O)NC3=NCCS3)c3ccccc3n2)cc1C | i | -2.69
Cc1ccccc1CN1CCN(CCCc2ccccc2)C(CCO)C1 (stereo unspecified) | i | 0.51
CN(Cc1ccccc1F)c1ccc(S(=O)(=O)N2CCCC2)cn1 | i | -0.35

Additional results.
SMILES | KCNQ2 block | Kir21 block
Cc1ccc(C(=O)COC(=O)CNC(=O)c2ccc(Br)o2)cc1[N+](=O)[O-] | i | 1.86
Cc1c(C(=O)Nc2ccncc2)sc2nc(-c3ccc(F)cc3)cn12 | i | 2.66
Cc1cc(C(=O)NNC(=O)COc2ccccc2Cl)n[nH]1 | i | -1.07
Cc1ccc2[nH]c(=O)c3cc(C(=O)N4CCN(C(=O)c5ccco5)CC4)sc3c2c1 | i | 0.15
COc1ccc(NC(=O)COC(=O)c2ccc(S(=O)(=O)N(C)c3ccccc3OC)cc2)cc1OC | i | 0.79
CCCc1cc(NCCCO)n2c(nc3ccccc32)c1C#N | i | -1.53
COc1cc(C(=O)NC(=S)NC(C)C)cc(OC)c1OC | i | 0.08
O=C(Cc1ccccc1)Nc1nc2ccccc2[nH]1 | i | 0.15
Cc1ccc(/C=N/NC(=O)Cn2nccc2C)o1 | i | 0.19
CCCCC(c1nnnn1C(C)C)N1CCN(C(=O)c2ccco2)CC1 (stereo unspecified) | i | 0.96
NC(=O)c1nsc(C(=O)N(CC(=O)NC2CCCC2)c2ccc(F)c(Cl)c2)c1N | i | 0.06
COc1ccc(S(=O)(=O)N2CCN(Cc3cccc(F)c3)CC2)cc1 | i | 1.64
Cc1ccc(Nc2nc(CSc3nnc(-c4cccs4)o3)cs2)cc1 | i | -0.12
COc1cc(CCNC(=O)c2cnn3ccccc23)cc(OC)c1OC | i | 0.33
